# Compound activity (PubChem BioAssay)
# PTAP TSG101 blk – blocks PTAP/TSG101 interaction to inhibit HIV-1 budding; 340,000 tested, under 10 active; AID 493005; Q99816; Fluorescence polarization, FITC-PTAP peptide / Tsg101 binding; Potency, µM (highest dose often 115 µM), for inactives: at the highest dose activity change, negative = inhibition, most hits filed as inhibitors; active = well fitted inhibition curve with a large enough effect in the main read-out, with a control signal flat, not every such curve was filed as active; inconclusive = small, poorly fitted or top-dose-only effect, or effect the other way, or a change in a side signal; inactive = no such curve, though single readings can be large or run the other way; also: potency is read from the fitted curve at half-maximal effect; % of control where 0% means no effect
#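 Fluorescence anisotropy tracks displacement of a FITC-tagged PTAP peptide (50 nM) from the Tsg101 binding domain (10 uM), following a 20 min room-temperature incubation at pH 7.5.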
# uPA generation – blocks generation of uPA at the cell surface; cell surface uPA generation assay, qHTS; Potency, µM (doses to about 38.3 µM), without a hit: at the top dose activity change, negative = inhibition, hits mostly inhibitors; 330,000 compounds, 0.31% hits; AID 540303; active = well fitted inhibition curve with a large enough effect; inconclusive = small, poorly fitted or top-dose-only effect; inactive = no such curve, though single readings can be large or run the other way; tested in mouse RAW 264.7 cells; also: potency is read from the fitted curve at half-maximal effect; % is scaled to controls: 0 for no effect and ±100 for the full control effect; nearly all actives have a fitted effect of over 55% in size
# Mito fusion yeast – inhibitors of mitochondrial division or activators of mitochondrial fusion. S. cerevisiae fusion-defective mutant growth rescue, CellTiterGlo 48 h. Potency, µM (series often up to 46.1 µM), for inactives: top-dose growth rescue (activation), usual class: activators. 320,000 compounds, 0.23% hits. AID 485298;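 also: potency is read from the fitted curve at half-maximal effect; % of control where 0% means no effect; nearly all actives have a fitted effect of over 45% in size; temperature-sensitive fusion mutants such as fzo1-1 at 37 °C on non-fermentable ethanol glycerol medium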
#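 Growth-rescue viability read-out: after 48 h at the non-permissive 37C in glycerol/ethanol YPEG, yeast mitochondrial fusion mutants are measured by CellTiterGlo luminescence; compounds (23 nl pinned per well) restoring growth score as division inhibitors or fusion activators.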
# TSHR antagonist – human thyrotropin receptor antagonism; 330,000 compounds, 0.2% hits; P16473; activity change, negative = inhibition, % at 11.5 µM; AID 504810; TSHR-expressing cells, TSH-stimulated cAMP HTRF, 2 h; active compounds read low;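 active = activity change below a set negative limit, meaning inhibition stronger than a set level, cut at about -70% in these data; inconclusive = activity change between two set negative limits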; also: % is scaled to controls: 0 for no effect and ±100 for the full control effect
#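 Freshly harvested TSHR cells receive pin-tooled compound, then EC80 TSH at 4nM final. After 2 hours at 37 deg C, antibody in lysis buffer and cAMP-d2 are added; 30 minutes at ambient temperature precede the HTRF read.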
# Tb PFK inh – blocks T. brucei phosphofructokinase. T. brucei PFK, ADP-Glo luminescence. Potency, µM (series often up to 57.5 µM), without a hit: top-dose activity, negative = inhibition, hits mostly inhibitors. 330,000 compounds, 0.17% hits. AID 485367;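 also: potency is read from the fitted curve at half-maximal effect; 0% = uninhibited 1x PFK enzyme wells and -100% = no-enzyme wells; nearly all actives have a fitted effect of over 60% in size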
# Target sequence (O15648 whole entry, looked up): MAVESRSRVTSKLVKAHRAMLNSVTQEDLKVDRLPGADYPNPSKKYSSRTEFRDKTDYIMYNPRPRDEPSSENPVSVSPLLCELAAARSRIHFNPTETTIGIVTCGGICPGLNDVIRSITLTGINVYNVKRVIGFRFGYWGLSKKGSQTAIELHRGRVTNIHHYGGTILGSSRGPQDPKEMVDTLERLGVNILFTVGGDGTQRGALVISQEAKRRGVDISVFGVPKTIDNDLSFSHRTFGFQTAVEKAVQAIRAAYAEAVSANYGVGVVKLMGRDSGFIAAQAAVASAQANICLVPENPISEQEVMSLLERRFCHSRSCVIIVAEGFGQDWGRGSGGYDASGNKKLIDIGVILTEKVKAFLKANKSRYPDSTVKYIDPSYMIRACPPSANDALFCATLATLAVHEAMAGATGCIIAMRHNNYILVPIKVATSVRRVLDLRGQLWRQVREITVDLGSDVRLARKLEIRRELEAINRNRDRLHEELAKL
#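 ADP-Glo luminescence quantified ADP after 45 min at room temperature, with 1.25 nM T. brucei PFK, 0.1 mM ATP and 0.5 mM fructose-6-phosphate in pH 8.0 TEA buffer. qHTS titrations up to 57 µM; curves classified by quality.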
# USP2a block – inhibitors of human ubiquitin-specific protease USP2a; O75604; USP2 core, Ub-CHOP2 coupled fluorogenic reporter, 485/531; Potency, µM (series often up to 38.3 µM), for the others: top-dose activity change, negative = inhibition, actives largely listed as inhibitors; 330,000 compounds, 0.01% hits;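 also: potency is read from the fitted curve at half-maximal effect; plate controls were DMSO wells for no effect and full inhibition by NEM control for full effect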
#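 USP2 core (10nM final) preincubated 30min RT with compound in 20mM Tris-HCl pH 8.0, 2mM CaCl2, 2mM beta-mercaptoethanol, 0.05% CHAPS; 25nM Ub-CHOP2 plus 25nM reporter substrate added, fluorescence (Ex485/Em531) read after 60min.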
# B2AR arrestin – beta2AR (human) beta-arrestin recruitment activity. 330,000 compounds, 0.02% hits. P07550. Potency, µM (top dose mostly 46.1 µM), for inactives: at the top dose activation, hits mostly activators. beta-arrestin recruitment to beta2AR, cell-based reporter. AID 492947;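 also: potency is read from the fitted curve at half-maximal effect; 0% = DMSO controls and full agonism = EC100 isoproterenol or metaproterenol; nearly all actives have a fitted effect of over 65% in size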
# ELG1 repair inh – blocks ELG1-dependent DNA repair in HEK293T cells. HEK293T ELG1-luciferase reporter, luminescence, 16 h; DNA damage induced by 5-fluorouridine. Potency, µM (series often up to 46.1 µM), without a hit: at the top dose activity change, negative = inhibition, hits mostly inhibitors. 330,000 compounds, 2.3% hits. AID 504467; also: potency is read from the fitted curve at half-maximal effect; % is scaled to controls: 0 for no effect and ±100 for the full control effect; nearly all actives have a fitted effect of over 55% in size
#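 Reporter activity after DNA damage by 5-fluorouridine is monitored. Compound-treated cells incubate 16 hr at 37 °C, then ONE-Glo is added for 30 min before luminescence reading.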
# TCR activator – activators of T cell receptors; Potency, µM (highest dose often 9.22 µM), for the others: at the top dose activation of IL-2 secretion, actives largely listed as activators; 330,000 tested, under 10 active; primary human leukocytes, anti-CD3, IL-2 HTRF, 48 h; also: % of control where 0% means no effect
#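 Human primary leukocytes + a-CD3 beads + cpd, 48 hr; IL-2 in supernatant by HTRF (ex 320nm / em 665nm). No co-stimulatory signal supplied.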
# Eya2 inh – Eya2 (human) phosphatase inhibition; O00167; 330,000 compounds, 0.006% hits; Potency, µM (series often up to 76.9 µM), for inactives: at the top dose activity, negative = inhibition, usual class: inhibitors; recombinant Eya2, OMFP fluorescence dephosphorylation (OMFP is methylfluorescein phosphate); AID 488837; also: potency is read from the fitted curve at half-maximal effect; % is scaled to controls: 0 for no effect and ±100 for the full control effect
# Target sequence (O00167 whole entry, looked up): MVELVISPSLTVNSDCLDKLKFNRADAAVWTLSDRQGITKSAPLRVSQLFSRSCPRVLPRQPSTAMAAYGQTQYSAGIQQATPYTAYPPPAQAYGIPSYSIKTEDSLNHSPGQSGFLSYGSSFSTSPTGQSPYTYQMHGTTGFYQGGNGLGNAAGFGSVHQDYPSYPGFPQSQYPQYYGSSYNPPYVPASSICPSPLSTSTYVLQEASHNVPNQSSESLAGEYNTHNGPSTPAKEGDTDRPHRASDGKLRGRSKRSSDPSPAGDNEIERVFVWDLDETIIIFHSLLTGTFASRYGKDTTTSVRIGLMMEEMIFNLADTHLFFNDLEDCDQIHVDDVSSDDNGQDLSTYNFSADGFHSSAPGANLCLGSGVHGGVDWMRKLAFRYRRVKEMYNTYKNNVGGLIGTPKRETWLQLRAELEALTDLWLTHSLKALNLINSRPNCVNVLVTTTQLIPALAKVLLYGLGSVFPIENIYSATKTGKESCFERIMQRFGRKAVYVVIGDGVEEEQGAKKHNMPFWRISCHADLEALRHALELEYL
#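 Eya2 (0.2 uM) preincubated 10 min at ambient with compound, then OMFP substrate added at 50 uM; 10 min reaction in 50 mM HEPES pH 7.5, 50 mM NaCl, 5 uM MgCl2, 0.05% BSA, 1 mM DTT. Fluorescence read at Ex 485/Em 525 nm.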
# Chronic BCR inh – chronic active BCR signaling inhibition. Potency, µM (highest dose often 46.1 µM), for the others: top-dose ratio change, negative = lower green/red ratio, hits mostly inhibitors. ABC-DLBCL IkBa-CBG/CBR reporter, luminescence ratio, 4 h. 340,000 compounds, 0.05% hits; active = well fitted inhibition curve with a large enough effect in the signal ratio, with a control signal flat, not every such curve was filed as active; inconclusive = small, poorly fitted or top-dose-only effect, or effect the other way, or a change in a side signal; the % refers to the signal ratio;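 also: potency is read from the fitted curve at half-maximal effect; plate controls were basal doxycycline-induced cells for no effect and cells given 10 µM MG132 for full effect; MG132 reads +100%, hits lower the ratio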
#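 Compounds up to 46 uM were incubated four hours with TMD8 cells whose green CBG68 luciferase is fused to IkappaBalpha; red CBR luminescence normalised the signal, and concentration-effect curves were fitted to fusion, red and ratio data.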
# An asterisk follows results filed as active; ? = inconclusive; . = no result given; [ ] = dose if it differs, or a comment. Unless noted, calls follow the shape of the dose curve; as a rule, active = well fitted curve in the direction sought with a large enough effect; inconclusive = small, poorly fitted or top-dose-only effect, or another doubt; inactive = no such curve, though single readings can be large; an effect the other way counts as inactive or inconclusive.
SMILES,PTAP TSG101 blk,uPA generation,Mito fusion yeast,TSHR antagonist,Tb PFK inh,USP2a block,B2AR arrestin,ELG1 repair inh,TCR activator,Eya2 inh,Chronic BCR inh
Cc1ccc2nc(SCC(=O)Nc3c(F)cccc3F)[nH]c2c1,-2%,3%,3%,-4,0%,-1%,0.5%,-9%,5%,0%,-8%
CCOc1ncccc1C(=O)Nc1cccc(-n2cnnn2)c1C,-4%,-28%,.,.,2%,3%,0.0%,1%,-3%,-17%,6%
NC(CSCc1cccc(Br)c1)C(=O)O (configuration not stated),-5%,4%,4%,0,-2%,1%,-0.4%,-4%,7%,-6%,0%
CCCCSc1nnc(-c2ccc(NC(=O)CCc3ccccc3)cc2)n1C,-3%,4%,-5%,11,-4%,1%,-0.9%,2%,-7%[46.1 µM],5%,-5%
O=C(Nc1ccc(CN2CCOCC2)cc1)c1ccc(-c2cc(Cl)ccc2Cl)o1,-6%,-11%,10µM*,-7,-7%,1%,-0.2%,23µM*,-6%,-10%,8%
COc1ccc(CN2CCN(C3CCC3)CC2CCO)cc1C (configuration not stated),-5%,-20%,1%,4,-6%,0%,-0.2%,-4%,.,15%,-1%
O=C(Nn1c(O)c(C=C2N=c3ccccc3=N2)sc1=S)c1ccccc1Cl,-7%,.,8%,16,-1%,2%,-0.1%,?,12%,-6%,?
COc1cccc(C(=O)NC(C)C(c2cccs2)N2CCN(C)CC2)c1 (configuration not stated),-2%,.,-4%,8,-11%,-1%,0.0%,?,5%,-22%,-2%
O=C1CSC(=S)N1,0%,3%,2%,-11,3%,1%,-0.7%,-5%,-4%,8%,3%
Cc1ccc(Nc2nc(=O)c3cccnc3s2)c(Br)c1,-2%,-3%,13%,-2,1%,-1%,7.3%,20%,3%,0%,4%
COCCNC(=O)C(OC(=O)CC1Sc2ccccc2NC1=O)c1ccccc1 (configuration not stated),-3%,-5%,-1%,6,-3%,-17%,-0.6%,8%,-3%[46.1 µM],0%,?
COc1ccc(-c2nnn(CC(=O)NCc3cccs3)n2)cc1OC,-6%,-1%,2%,8,2%,-2%,-0.4%,?,.,-11%,1%

# Shown with two lines to a compound: 5 of the compounds above.
# Below each compound: PTAP TSG101 blk	uPA generation	Mito fusion yeast	TSHR antagonist	Tb PFK inh	USP2a block	B2AR arrestin	ELG1 repair inh	TCR activator	Eya2 inh	Chronic BCR inh
Cc1ccc2nc(SCC(=O)Nc3c(F)cccc3F)[nH]c2c1
  -2%	3%	3%	-4	0%	-1%	0.5%	-9%	5%	0%	-8%
CCOc1ncccc1C(=O)Nc1cccc(-n2cnnn2)c1C
  -4%	-28%	.	.	2%	3%	0.0%	1%	-3%	-17%	6%
NC(CSCc1cccc(Br)c1)C(=O)O (configuration not stated)
  -5%	4%	4%	0	-2%	1%	-0.4%	-4%	7%	-6%	0%
CCCCSc1nnc(-c2ccc(NC(=O)CCc3ccccc3)cc2)n1C
  -3%	4%	-5%	11	-4%	1%	-0.9%	2%	-7%[46.1 µM]	5%	-5%
O=C(Nc1ccc(CN2CCOCC2)cc1)c1ccc(-c2cc(Cl)ccc2Cl)o1
  -6%	-11%	10µM*	-7	-7%	1%	-0.2%	23µM*	-6%	-10%	8%

# (next part)
SMILES,PTAP TSG101 blk,uPA generation,Mito fusion yeast,TSHR antagonist,Tb PFK inh,USP2a block,B2AR arrestin,ELG1 repair inh,TCR activator,Eya2 inh,Chronic BCR inh
O=C(NCC1CCN(Cc2ccccc2Cl)CC1)Nc1ccccc1F,0%,9%,-1%,3,-9%,1%,0.1%,-1%,-4%,-3%,-14%
CC(C)CN(CC(C)C)S(=O)(=O)N1CCC(C(=O)NCc2ccc(F)cc2)CC1,-5%,14%,3%,-5,-1%,-12%,0.3%,?,-2%,-19%,9%
Cn1c(/C=C/N(Cc2ccccc2)c2ccccc2)c([N+](=O)[O-])c(=O)n(C)c1=O,-4%,5%,3%,7,-14%,1%,0.2%,-2%,-10%,-10%,?
O=C(CSc1nnc(-c2ccco2)c(-c2ccco2)n1)Nc1ccccc1,2%,-7%,-2%,-3,?,-1%,0.2%,-2%,1%,8%,9%
CC(C)(C)c1[nH]nc2c1C(Cc1ccccc1)C(C#N)=C(N)O2 (configuration not stated),-5%,-1%,5%,-19,3%,-3%,-0.2%,5%,5%,-12%,?
COc1ccc(OC)c(-c2nc3cc4ccccc4cc3nc2-c2ccccc2)c1,1%,3%,?,-3,-1%,-3%,-0.4%,-18%,-1%[46.1 µM],0%,0%
O=C(N[C@@H](Cc1ccccc1)c1nc2ccccc2[nH]1)c1cc([N+](=O)[O-])ccc1Cl,-1%,-2%,5%,23,0%,2%,-0.7%,-20%,-4%[46.1 µM],5%,?
COc1ccc(CCNC(=O)COc2ccc(S(=O)(=O)N3CCOCC3)cc2C)cc1,1%,-6%,13%,0,-15%,3%,0.0%,?,5%,7%,-2%
N#CC1=C(N)Oc2c(sc3ccccc23)C1c1ccco1 (configuration not stated),2%,-10%,9%,-4,-1%,3%,0.2%,17%,-3%,15%,?
COc1ccc2cc(C3c4cc(OC)c(OC)cc4CCN3C(=O)c3ccco3)c(=O)[nH]c2c1 (configuration not stated),-2%,-11%,0%,-10,0%,1%,0.5%,-17%,-2%,?,?
O=c1[nH]c(Nc2ccc(F)cc2)cc2ccccc12,-12%,.,-6%,8,-3%,0%,3.3%,?,8%,?,22%
CCCCn1c(=N)n(CC(=O)c2ccc([N+](=O)[O-])cc2)c2ccccc21,.,.,16%,-3,-6%,0%,-0.1%,20%,.,0%,?
COc1ccc(-c2nn(CCC#N)cc2C(=O)Nc2ccccn2)cc1OC,-3%,1%,0%,9,1%,0%,-0.4%,-13%,-6%,9%,0%
Cc1ccc(C(=O)OCN2C(=O)c3ccccc3C2=O)o1,-7%,2%,4%,11,-9%,4%,0.1%,3%,6%,-16%,7%
CNc1nnc(-c2ccc(OC)cc2)s1,-3%,?,3%,-9,5%,10%,-0.5%,?,7%,1%,0%
Nc1ccc(C#Cc2ccccc2)cc1,0%,-4%,3%,-12,0%,2%,-0.2%,?,0%,6%,-2%
COc1cc(NC(=O)COC(=O)c2[nH]c(C)c(C(C)=O)c2C)cc(OC)c1,-3%,-4%,.,-4,0%,0%,-0.3%,7.3µM*,1%,-16%,?
CCOC(=O)C1(CCOC)CCN(Cc2ccc(COC)o2)CC1,-4%,-1%,-4%,28,-5%,-1%,0.7%,10%,-19%,?,-4%
COc1ccc(OC)c(S(=O)(=O)NCC(=O)NC2CCCc3ccccc32)c1 (configuration not stated),-2%,-13%,-5%,-2,-2%,-1%,-0.2%,12%,-1%,36%,?
COc1ccccc1N1CCN(S(=O)(=O)c2cnc[nH]2)CC1,1%,?,3%,1,3%,2%,-0.4%,16%,8%,6%,0%
Nc1c(C(=O)NC2CCCC2)sc2nc(-c3cccs3)ccc12,3%,-1%,29%,7,-3%,-8%,-0.2%,?,3%,-20%,23%
Cc1csc(NC(=O)C2CCN(C(=O)c3ccccc3C)CC2)n1,0%,-3%,-13%,3,-1%,2%,0.2%,0%,0%,0%,?
O=C(COC(=O)c1ccc(Cl)nc1)Nc1ccc2ccccc2c1,1%,6%,-6%,7,-9%,2%,-0.3%,26%,3%,15%,?
COc1ccc(N2CCN(C(=O)CSc3nnc4c(C)cc5ccc(C)c(C)c5n34)CC2)cc1,-1%,-4%,6%,5,-6%,0%,-0.2%,?,-6%,-13%,?
O=C(Nc1ccc(NC(=O)c2cccs2)cc1)c1ccc(Br)o1,0%,6%,3%,-4,-27%,1%,-0.2%,?,-15%,-9%,?
C/C(=N\NC(=O)c1cccc(S(=O)(=O)Nc2ccccc2Cl)c1)c1ccc(-n2ccnc2)cc1,-5%,-2%,3%,-7,-4%,-2%,0.0%,-8%,-1%,-14%,5%
O=C(Nc1nc(-c2ccc(-c3ccccc3)cc2)cs1)C1=COCCO1,2%,4%,2%,-17,0%,-3%,-0.6%,?,-3%[46.1 µM],-11%,?
